TNF necrop inh: inhibitors of TNF-alpha triggered necroptosis, primary screen, cell-based, Jurkat FADD-/-, single concentration; Jurkat FADD-/- TNF necroptosis rescue, ATP luminescence, 24 h; 0 = TNF only, 100 = no-TNF cells; activation (protection from cell death), % at 10 µM; AID 463075, 2010; 220,000 tested, 0.068% active;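 active = activation, meaning protection from cell death, of at least 50% relative to plate controls; inactive = activation below 50%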;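 also: necroptosis triggered by 40 ng/mL TNF-alpha added together with compound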
Cl transport mod: KCC2 cotransporter modulators, thallium flux, primary screen, cell-based, HEK293 KCC2, FluoZin-2 fluorescence, MLSMR; Solute carrier family 12 member 5 (Homo sapiens), Q9H2X9; KCC2 cells, thallium flux FluoZin-2 fluorescence; B-score of Tl+ flux slope (higher = more flux/activation; lower = inhibition) at 10 µM; 190,000 tested, 2.2% active;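 active = thallium flux slope and its plate-corrected score both differing from the plate sample mean at a set confidence after two filtering rounds, in either direction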;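 also: slope of fluorescence scaled to starting intensity during 10 to 20 s after thallium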
Hck Nef HTS: inhibitors of Nef-activated human Hck kinase, primary screen, biochemical, Z-Lyte FRET, 384-well, Hck-YEEI; Tyrosine-protein kinase HCK (Homo sapiens), P08631; Recombinant Hck-YEEI plus Nef, Z-Lyte FRET kinase assay; inhibition, % at 20 µM; 220,000 tested, 0.68% active; AID 463187, 2010;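 active = Hck-Nef kinase inhibition above about 50%, limit read from the data; inactive = inhibition below that limit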;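 also: 0% = DMSO with Hck plus Nef and 100% = Hck alone without Nef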
FXIIa inh 1536: human FXIIa protease inhibitors, primary screen, biochemical, 1536-well. AID 800, 2007. Coagulation factor XII (Homo sapiens), P00748. inhibition, % at 5 µM. purified FXIIa, Boc-QGR-AMC fluorogenic substrate, 2 h. 220,000 tested, 0.3% active; in the data active = inhibition above about 40%;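 also: 0% = enzyme with no compound and 100% = blank without enzyme; many of its hits are not listed in these tables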
hK5 inh: human KLK5 protease inhibitors, primary screen, biochemical, 1536-well. 210,000 tested, 0.59% active. inhibition, % at 5 µM. recombinant hK5, fluorogenic AMC substrate cleavage. AID 873, 2007. Kallikrein-5 (Homo sapiens), Q9Y337;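 active = inhibition of 40% or more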;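 also: 0% = enzyme controls without compound and 100% = no-enzyme blanks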
Target sequence (Q9Y337 67-293 limits assumed): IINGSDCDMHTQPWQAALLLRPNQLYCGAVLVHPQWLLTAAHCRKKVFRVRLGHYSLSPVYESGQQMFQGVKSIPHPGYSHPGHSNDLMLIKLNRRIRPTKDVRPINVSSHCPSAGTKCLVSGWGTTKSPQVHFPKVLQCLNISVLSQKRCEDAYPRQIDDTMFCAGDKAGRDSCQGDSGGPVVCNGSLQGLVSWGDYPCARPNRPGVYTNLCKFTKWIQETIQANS
FXIa inh: human FXIa protease inhibitors, primary screen, biochemical, 1536-well; Coagulation factor XI (Homo sapiens), P03951; purified FXIa, Boc-Glu-Ala-Arg-AMC fluorogenic substrate; inhibition, % at 5 µM; 220,000 tested, 0.14% active; AID 798, 2007;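 active = inhibition of at least 40%; inactive = inhibition below 40%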;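 also: fluorescence of freed AMC excited at 355 nm; 0% = enzyme without compound and 100% = no enzyme blank; many of its hits are not listed in these tables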
Target sequence (P03951 19-387 limits assumed): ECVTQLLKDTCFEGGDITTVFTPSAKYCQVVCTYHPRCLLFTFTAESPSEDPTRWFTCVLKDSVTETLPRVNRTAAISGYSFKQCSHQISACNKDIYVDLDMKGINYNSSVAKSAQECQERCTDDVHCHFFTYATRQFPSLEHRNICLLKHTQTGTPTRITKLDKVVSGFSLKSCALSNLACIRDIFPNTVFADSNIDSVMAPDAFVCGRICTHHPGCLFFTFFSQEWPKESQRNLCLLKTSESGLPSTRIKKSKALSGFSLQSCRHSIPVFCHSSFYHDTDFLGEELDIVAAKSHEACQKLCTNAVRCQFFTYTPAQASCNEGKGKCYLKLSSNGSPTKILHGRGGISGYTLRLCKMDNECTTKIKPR
Target sequence (P03951 388-625 limits assumed): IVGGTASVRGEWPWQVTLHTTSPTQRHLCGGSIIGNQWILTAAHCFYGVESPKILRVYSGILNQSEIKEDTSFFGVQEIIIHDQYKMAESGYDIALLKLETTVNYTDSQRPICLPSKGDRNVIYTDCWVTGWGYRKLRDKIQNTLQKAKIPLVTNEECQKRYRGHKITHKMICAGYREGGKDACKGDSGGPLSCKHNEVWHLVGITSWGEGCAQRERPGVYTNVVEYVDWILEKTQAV
thrombin 1536: human alpha-thrombin inhibitors, primary screen, counter-screen for coagulation protease inhibitor project, biochemical, 1536-well, fluorogenic AMC substrate; Boc-VPR-AMC fluorogenic substrate cleavage; inhibition, % at 5 µM; 220,000 tested, 0.26% active; AID 1046, 2008;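 active = inhibition at or above 40%; inactive = inhibition below 40%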;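 also: 0% = enzyme with no compound and 100% = wells without enzyme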
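Assay system: human alpha-thrombin enzyme. Reagent: Boc-VPR-AMC substrate, 15 µM final. Compound dosing: one concentration per compound, 5 µM, with 0.2% DMSO. Incubation: room-temperature reaction. Technique: AMC fluorescence, 355/460 nm. Measure: % inhibition relative to enzyme controls and enzyme-free blanks.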
L929 necroptosis: inhibitors of zVAD-triggered necroptosis, primary screen, L929 cells; AID 1377, 2008; viability rescue, % at 10 µM; L929 zVAD necroptosis rescue, ATP luminescence, 24 h; with zVAD 60 µM; 220,000 tested, 0.38% active;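 active = activation, scaled between plate controls, above about 75%, limit read from the data; inactive = activation under that limit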;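 also: 0% = zVAD with DMSO and 100% = DMSO alone without zVAD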
Rad51 HR inh: human RAD51 strand exchange inhibitors, primary screen, biochemical, fluorescence. hRad51 DNA strand exchange, fluorescence dequenching. inhibition, % at 10 µM. AID 1385, 2008. 200,000 tested, 0.085% active. DNA repair protein RAD51 homolog 1 (Homo sapiens), Q06609;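 active = inhibition above 40% at the single screening dose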;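 also: 0% = DMSO control wells and 100% = blanks with heterologous ssDNA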
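material = hRad51 filaments on single-stranded DNA | reagent = Donor/quencher-labelled 47-bp dsDNA substrate | compound = 10 µM final, single point | schedule = strand-exchange reaction 15 min at room temperature | measured by = fluorescein emission 520 nm, excitation 485 nm | read-out basis = % inhibition versus plate control and blank means | benchmarks = plate controls and plate blanks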
The depositor's hits bear a star. A portion of the library, so the mix of outcomes need not match the whole.

For CC(=O)Oc1cccc(N2C(=O)C3C4C=CC(C4=C(C)C)C3C2=O)c1 (stereo not drawn) the results were TNF necrop inh -3.3, Cl transport mod -0.11, Hck Nef HTS 0, FXIIa inh 1536 7, hK5 inh 4, FXIa inh 1, thrombin 1536 -3, L929 necroptosis 0.2 and Rad51 HR inh -3.
Cn1c(CSCC(=O)Nc2ccccc2)nnc1SCc1ccccc1 was read as TNF necrop inh -0.3, Hck Nef HTS 10, FXIIa inh 1536 9, hK5 inh -3, FXIa inh 2, thrombin 1536 -1, L929 necroptosis -0.4 and Rad51 HR inh 9.
Screening CCOC(=O)c1[nH]c(C)c(C(=O)N2CCN(c3cccc(Cl)c3)CC2)c1C returned TNF necrop inh 0.7, Cl transport mod 0.13, Hck Nef HTS -2, FXIIa inh 1536 15, hK5 inh 3, FXIa inh 1, thrombin 1536 0, L929 necroptosis 18 and Rad51 HR inh -4.
`COc1cccc(NC(=O)N(CCCN2CCOCC2)C(C)c2cc3ccccc3o2)c1` (stereo not drawn) gave TNF necrop inh -0.5, Cl transport mod -0.31, Hck Nef HTS -1, FXIIa inh 1536 10, hK5 inh 18, FXIa inh -1, thrombin 1536 3, L929 necroptosis -0.7 and Rad51 HR inh 9.
CCN(CCCNC(=O)CN(C)S(=O)(=O)c1ccc2c(c1)CCC(=O)N2)c1cccc(C)c1 was read as TNF necrop inh 0.3, Hck Nef HTS 2, FXIIa inh 1536 6, hK5 inh -4, FXIa inh -2, thrombin 1536 -4, L929 necroptosis -0.3 and Rad51 HR inh 0.
COc1ccc(S(=O)(=O)N2CCC(C(=O)Nc3nnc(CCN4CCCCC4)s3)CC2)cc1 was read as TNF necrop inh -2.3, Cl transport mod 0.88, Hck Nef HTS -2, FXIIa inh 1536 14, hK5 inh -16, FXIa inh -2, thrombin 1536 -16, L929 necroptosis 0.0 and Rad51 HR inh -1.
`Cc1cc(=O)oc2ccc(OCC(=O)N3CCc4ccccc43)cc12` gave TNF necrop inh -4.0, Cl transport mod -0.98, Hck Nef HTS 2, FXIIa inh 1536 15, hK5 inh 1, FXIa inh 7, thrombin 1536 -2, L929 necroptosis 0.0 and Rad51 HR inh 2.
`CCC(Sc1nc2cc3c(cc2c(=O)n1Cc1ccco1)OCO3)C(=O)Nc1cccc(OC)c1` (stereo not drawn) gave TNF necrop inh -7.9, Cl transport mod 0.054, Hck Nef HTS 2, FXIIa inh 1536 15, hK5 inh -22, FXIa inh 0, thrombin 1536 1, L929 necroptosis -0.1 and Rad51 HR inh 8.
O=C(c1ccc(Br)cc1)N(Cc1nc2ccccc2c(=O)[nH]1)C1CCCC1 was read as TNF necrop inh -0.9, Cl transport mod 0.15, Hck Nef HTS 20, FXIIa inh 1536 6, hK5 inh 0, FXIa inh -5, thrombin 1536 2, L929 necroptosis -1.4 and Rad51 HR inh 5.
For Cn1c(-c2ccccc2)cnc1NCc1cc2c(cc1[N+](=O)[O-])OCO2 the results were TNF necrop inh 2.8, Cl transport mod 0.33, Hck Nef HTS 4, FXIIa inh 1536 3, hK5 inh -3, FXIa inh -3, thrombin 1536 -8, L929 necroptosis 1.7 and Rad51 HR inh 0.
`Cc1cc(/C=C(/C#N)c2cccc(Cl)c2)c(C)n1C` gave TNF necrop inh -3.6, Hck Nef HTS 0, FXIIa inh 1536 13, hK5 inh 12, FXIa inh 2, thrombin 1536 -2 and L929 necroptosis 0.3.
Screening CC(=O)N1CCN(Cc2nc3cc(NC(=O)c4ccc(F)cc4)ccc3n2C)CC1 returned TNF necrop inh 0.3, Cl transport mod -0.96, Hck Nef HTS 15, FXIIa inh 1536 -1, hK5 inh -3, FXIa inh -6, thrombin 1536 -9, L929 necroptosis -1.1 and Rad51 HR inh -1.
`CCOc1ccc2nc(N=NC3=C(O)CC(C)(C)CC3=O)sc2c1` gave TNF necrop inh -9.7, Cl transport mod 3, Hck Nef HTS 24, FXIIa inh 1536 9, hK5 inh -3, FXIa inh 2, thrombin 1536 6, L929 necroptosis 6.6 and Rad51 HR inh 3.
For CCOc1cc(N(CC)CC)ccc1/C=C(/C#N)c1nc2ccccc2[nH]1 the results were TNF necrop inh -5.7, Hck Nef HTS -1, FXIIa inh 1536 4, hK5 inh 0, FXIa inh -1, thrombin 1536 9 and L929 necroptosis 4.1.
`COc1ccc(NC(=O)CSc2nnc(CN3CCOCC3)n2-c2ccccc2)cc1Cl` gave TNF necrop inh 0.3, Cl transport mod -0.81, Hck Nef HTS 0, FXIIa inh 1536 11, hK5 inh -3, FXIa inh -4, thrombin 1536 5, L929 necroptosis 0.1 and Rad51 HR inh 4.

Six compounds already listed, arranged by heavy-atom count, lowest first.
`Cc1cc(/C=C(/C#N)c2cccc(Cl)c2)c(C)n1C` gave TNF necrop inh -3.6, Hck Nef HTS 0, FXIIa inh 1536 13, hK5 inh 12, FXIa inh 2, thrombin 1536 -2 and L929 necroptosis 0.3.
`Cc1cc(=O)oc2ccc(OCC(=O)N3CCc4ccccc43)cc12` gave TNF necrop inh -4.0, Cl transport mod -0.98, Hck Nef HTS 2, FXIIa inh 1536 15, hK5 inh 1, FXIa inh 7, thrombin 1536 -2, L929 necroptosis 0.0 and Rad51 HR inh 2.
For Cn1c(-c2ccccc2)cnc1NCc1cc2c(cc1[N+](=O)[O-])OCO2 the results were TNF necrop inh 2.8, Cl transport mod 0.33, Hck Nef HTS 4, FXIIa inh 1536 3, hK5 inh -3, FXIa inh -3, thrombin 1536 -8, L929 necroptosis 1.7 and Rad51 HR inh 0.
For CCOc1cc(N(CC)CC)ccc1/C=C(/C#N)c1nc2ccccc2[nH]1 the results were TNF necrop inh -5.7, Hck Nef HTS -1, FXIIa inh 1536 4, hK5 inh 0, FXIa inh -1, thrombin 1536 9 and L929 necroptosis 4.1.
`COc1ccc(NC(=O)CSc2nnc(CN3CCOCC3)n2-c2ccccc2)cc1Cl` gave TNF necrop inh 0.3, Cl transport mod -0.81, Hck Nef HTS 0, FXIIa inh 1536 11, hK5 inh -3, FXIa inh -4, thrombin 1536 5, L929 necroptosis 0.1 and Rad51 HR inh 4.
`CCC(Sc1nc2cc3c(cc2c(=O)n1Cc1ccco1)OCO3)C(=O)Nc1cccc(OC)c1` (stereo not drawn) gave TNF necrop inh -7.9, Cl transport mod 0.054, Hck Nef HTS 2, FXIIa inh 1536 15, hK5 inh -22, FXIa inh 0, thrombin 1536 1, L929 necroptosis -0.1 and Rad51 HR inh 8.

(continued)
CCOC(=O)c1c(NC(=S)Nc2ccc(OC)cc2)sc2c1CCC2 was read as TNF necrop inh 2.5, Cl transport mod -1.3, Hck Nef HTS 3, FXIIa inh 1536 11, hK5 inh -5, FXIa inh 0, thrombin 1536 3, L929 necroptosis -0.9 and Rad51 HR inh -5.
Screening O=c1c2ccccc2n(CC(O)CN2CCCCC2)c2ccccc12 (stereo not drawn) returned TNF necrop inh 1.9, Cl transport mod -0.18, Hck Nef HTS 154*, FXIIa inh 1536 -10, hK5 inh -4, FXIa inh -8, thrombin 1536 0, L929 necroptosis 0.8 and Rad51 HR inh 20.
`CCOc1ccc(NS(=O)(=O)c2ccc(NC(=S)NC(=O)C(C)C)cc2)cc1` gave TNF necrop inh -0.7, Cl transport mod 0.58, Hck Nef HTS 1, FXIIa inh 1536 15, hK5 inh 52*, FXIa inh 1, thrombin 1536 7, L929 necroptosis -0.4 and Rad51 HR inh 4.
Screening CC(C)NC(=S)N1CCN(c2ncccn2)CC1 returned TNF necrop inh -0.6, Cl transport mod -0.24, Hck Nef HTS 4, FXIIa inh 1536 13, hK5 inh -9, FXIa inh 5, thrombin 1536 2 and L929 necroptosis -0.3.
`CC(=O)N1CC=CC1(C)C(=O)O` (stereo not drawn) gave TNF necrop inh 0.4, Cl transport mod 0.39, Hck Nef HTS -1, FXIIa inh 1536 8, hK5 inh -12, FXIa inh 3, thrombin 1536 -2, L929 necroptosis 5.8 and Rad51 HR inh 9.
For N#Cc1nc(COc2cccc(Cl)c2)oc1N1CCCC1 the results were TNF necrop inh 0.1, Cl transport mod -1.9, Hck Nef HTS 0, FXIIa inh 1536 6, hK5 inh -2, FXIa inh -4, thrombin 1536 -4, L929 necroptosis 0.7 and Rad51 HR inh 4.
For NC(=O)CC(NC(=O)Cc1cccc2ccccc12)c1ccc(NC2CCC2)c([N+](=O)[O-])c1 (stereo not drawn) the results were TNF necrop inh 1.3, Cl transport mod 0.84, Hck Nef HTS 18, FXIIa inh 1536 5, hK5 inh 6, FXIa inh 4, thrombin 1536 3, L929 necroptosis -1.6 and Rad51 HR inh 0.
For O=C1OCC2=C1C(c1ccccc1)CC(=O)N2c1ccccc1 (stereo not drawn) the results were TNF necrop inh 0.3, Cl transport mod -0.0089, Hck Nef HTS -2, FXIIa inh 1536 17, hK5 inh -11, FXIa inh -3, thrombin 1536 3, L929 necroptosis 8.0 and Rad51 HR inh 51*.
Screening Cc1cc(/C=C2/NC(=O)NC2=O)c(C)n1-c1cccnc1 returned TNF necrop inh -0.3, Cl transport mod 0.54, Hck Nef HTS 14, FXIIa inh 1536 3, hK5 inh -22, FXIa inh -2, thrombin 1536 -3, L929 necroptosis 1.1 and Rad51 HR inh -2.

Screens from PubChem.
